High-throughput results (PubChem BioAssay)
KB-V1 MDR tox = qHTS assay for MDR1-selective chemotherapeutics: Primary screen using the drug-selected MDR subline cells KB-V1 | KB-V1 MDR cells viability, CellTiter-Glo, 72 h | Potency, µM (titrated, usually from 46.1 µM), inactives show at the highest dose activity change, negative = cytotoxicity, hits mostly cytotoxic | 400,000 tested, 3.4% active | AID 1347076, 2019; further: on the % scale 0 is the no-effect control and ±100 the full control effect; nearly all actives have a fitted effect of over 60% in size
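KB-V1 MDR subline cells in DMEM (phenol-red free, 10% FBS) exposed to compounds in qHTS concentration series for 72 h at 37 degrees C. Viability read by CellTiter-Glo luminescence; concentration-effect curves fitted after normalization and correction.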
HT1080NT lethal = qHTS for induction of synthetic lethality in tumor cells producing 2HG: qHTS for the HT-1080-NT fibrosarcoma cell line; AID 686970, 2013; Potency, µM (series often up to 46.1 µM), inactives show at the top dose activity, negative = less viability, most hits filed as cytotoxic; 360,000 tested, 1.6% active; HT-1080-NT fibrosarcoma viability, CellTiter-Glo ATP luminescence, 48 h;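 further: NT is the 2HG producing partner of a matched IDH1 knockdown line; 0% = DMSO-treated cells and -100% = media-only wells without cells; nearly all actives have a fitted effect of over 55% in size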
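A 48-hour cytotoxicity screen used HT-1080-NT cells plated 2 hours before compound delivery. ATP-based CellTiter-Glo luminescence measured viability, normalized to DMSO and no-cell controls.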
TDP43 rescue = qHTS of TDP-43 Inhibitors; 410,000 tested, 1.8% active; AID 652104, 2013; Potency, µM (doses to about 46.1 µM), for inactives: at the top dose growth rescue (activation), most hits filed as activators; TDP-43 expressing yeast growth rescue, BacTiter-Glo, 24 h; further: % of control where 0% means no effect; nearly all actives have a fitted effect of over 50% in size
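Growth rescue of TDP-43-toxic yeast measured as ATP luminescence (BacTiter-Glo). Cells grown to mid-log in raffinose, induced in galactose at OD600=0.02, exposed to compound 24 hr at 30 deg C.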
KB-3-1 cytotox = qHTS assay for MDR1-selective chemotherapeutics: Primary screen using the parental adenocarcinoma cell KB-3-1; KB-3-1 viability, CellTiter-Glo ATP luminescence, 72 h; AID 1347075, 2019; Potency, µM (top dose mostly 46.1 µM), without a hit: top-dose activity change, negative = cytotoxic, actives largely listed as cytotoxic; 400,000 tested, 1.4% active; further: on the % scale 0 is the no-effect control and ±100 the full control effect; nearly all actives have a fitted effect of over 60% in size
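Parental KB-3-1 adenocarcinoma cells in phenol-red-free DMEM with 10% FBS were pin-treated with compounds at several concentrations, incubated 72 h at 37 °C, and viability read by CellTiter-Glo luminescence; concentration-effect curves were fitted after normalization.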
GLP1R cytotox = qHTS of GLP-1 Receptor Inverse Agonists: Cytotox Screen | HEK293 cAMP-luciferase reporter cells, luminescence, 24 h | Potency, µM (titrated, usually from 38.3 µM), for inactives: at the top dose activity change, negative = inhibition, hits mostly inhibitors | 410,000 tested, 0.13% active;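 further: loss of luciferase light is scored as toxicity; on the % scale 0 is the no-effect control and ±100 the full control effect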
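Quantitative HTS format, 1536 wells, 200 cells/uL seeded. Compounds: 23 nL, 24 h, 37 °C. Detection: luciferase reagent, luminescence at 12 min RT; decreased signal taken as cytotoxic.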
GLP-1R agonist = qHTS of GLP-1 Receptor Agonists | HEK293 GLP-1R CRE-luciferase, luminescence, 4-6 h; cells express a hypersensitive GLP-1R form | Potency, µM (highest dose often 45.6 µM), without a hit: top-dose activation, actives largely listed as activators | 380,000 tested, 0.007% active; further: % of control where 0% means no effect
Target sequence (P43220 whole entry, looked up): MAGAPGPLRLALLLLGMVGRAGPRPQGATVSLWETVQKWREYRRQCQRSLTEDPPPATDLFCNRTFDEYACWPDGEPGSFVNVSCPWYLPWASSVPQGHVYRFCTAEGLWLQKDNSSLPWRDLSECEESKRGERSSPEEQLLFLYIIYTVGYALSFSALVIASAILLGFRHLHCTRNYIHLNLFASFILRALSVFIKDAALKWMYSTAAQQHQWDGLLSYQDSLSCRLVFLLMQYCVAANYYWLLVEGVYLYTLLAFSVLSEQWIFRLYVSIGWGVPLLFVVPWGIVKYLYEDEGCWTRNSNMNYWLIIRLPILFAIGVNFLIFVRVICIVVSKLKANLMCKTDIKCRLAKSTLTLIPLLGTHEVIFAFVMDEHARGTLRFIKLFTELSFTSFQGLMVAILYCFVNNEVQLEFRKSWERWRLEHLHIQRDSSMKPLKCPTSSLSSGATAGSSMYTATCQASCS
HT1080 IDH1KD tx = qHTS for induction of synthetic lethality in tumor cells producing 2HG: qHTS for the HT-1080-IDH1KD cell line; AID 686971, 2013; 360,000 tested, 2% active; HT-1080 IDH1 knockdown viability, ATP luminescence, 48 h; Potency, µM (titrated, usually from 46.1 µM), for inactives: at the highest dose activity, negative = toxicity, actives largely listed as cytotoxic;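 further: 0% = DMSO wells and -100% = cell-free medium wells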
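Viability of IDH1-knockdown HT-1080 fibrosarcoma cells was assessed by CellTiter-Glo after 48 h at 37 °C with titrated compound; concentration-effect curves were classified by fit quality and response size.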
SW480 rereplic = A quantitative high throughput screen for small molecules that induce DNA re-replication in SW480 colon adenocarcinoma cells; SW480 DNA re-replication, Hoechst DNA content imaging, 48 h; 340,000 tested, 1.8% active; Potency, µM (titrated, usually from 46.1 µM), inactives show top-dose re-replication activation, hits mostly activators; further: % of control where 0% means no effect; nearly all actives have a fitted effect of over 55% in size
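Image-based DNA-content assay: after two days of treatment, nuclei were labelled with the DNA dye Hoechst and imaged, and hits were compounds raising the count of nuclei showing high fluorescence intensity.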
GLP1R inv ag = qHTS of GLP-1 Receptor Inverse Agonists (Inhibition Mode). Glucagon-like peptide 1 receptor (Homo sapiens), P43220. HEK293 GLP-1R CRE-luciferase, luminescence, 24 h; GLP-1R form is constitutively active. Potency, µM (doses to about 38.3 µM), without a hit: top-dose activity change, negative = inhibition, most hits filed as inhibitors. 410,000 tested, 1.6% active. AID 624417, 2012; further: on the % scale 0 is the no-effect control and ±100 the full control effect; nearly all actives have a fitted effect of over 55% in size
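Assay principle: reduced luminescence from a cAMP-responsive reporter in HEK293 cells co-expressing a constitutively active GLP-1R. Conditions: 24 hr compound incubation, 37 deg C, 5% CO2.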
The depositor's hits bear a star; ? = inconclusive; . = not tested or not shown; [ ] = remark or other dose. The call rests on the fitted dose curve; in most records, active means well fitted curve in the direction sought with a large enough effect; inconclusive means small, poorly fitted or top-dose-only effect, or another doubt; inactive means no such curve, though single readings can be large; an effect the other way counts as inactive or inconclusive. Potency means the concentration at half of the fitted maximal effect.

SMILES	KB-V1 MDR tox	HT1080NT lethal	TDP43 rescue	KB-3-1 cytotox	GLP1R cytotox	GLP-1R agonist	HT1080 IDH1KD tx	SW480 rereplic	GLP1R inv ag
Cc1ccc(C)c(NS(=O)(=O)c2cc3c(cc2Cl)NC(=O)CO3)c1	?	.	?	18%	-12%	.	.	.	2%
O=C1OCCC1Sc1nc2ccccc2n1-c1ccccc1 (configuration not stated)	?	5%	28%	29%	1%	-6%	15%	-2%	34%
COC(=O)c1cc2c(-c3ccccc3)cc3ccccn3c-2c1C(=O)OC	?	-24%	19%	?	?	14%	?	3%	7.9µM*
O=C(Nc1ccc(Oc2ccccc2)nc1)C1CCCCN1Cc1cccc(OCCO)c1 (configuration not stated)	0%	0%	-8%	20%	-6%	5%	-7%	-17%	-16%
CC(=O)C1=C(C)NC(=S)NC1c1cc([N+](=O)[O-])ccc1O (configuration not stated)	-3%	0%	-7%	0%	?	0%	1%	?	7%
CCCOc1ccc(CC(=O)N/N=C\c2ccc(F)cc2)cc1	?	-7%	-2%	0%	-1%	1%	-8%	-3%	?
Cc1cc(C)c2cc(C#N)c(SCC(=O)Nc3ccc4c(c3)OCO4)nc2c1	0%	-5%	0%	-7%	1%	9%	17%	1%	3%
O=C(Cc1ccc(Cl)cc1)Nc1ccc2oc(-c3ccccc3F)nc2c1	-11%	.	17%	3%	-6%	.	.	.	17%
CN(CC(=O)NC1CC(C)(C)NC(C)(C)C1)S(=O)(=O)c1ccc(Br)cc1	3%	-2%	0%	-6%	-1%	-6%	-1%	-7%	-9%
N=c1sccn1CC(=O)NCCc1ccc(Cl)cc1	?	-3%	9%	0%	-16%	-8%	0%	-1%	3%
COC(=O)c1cc(COc2ccc3c4c(c(=O)oc3c2)CCCC4)c(C)o1	9%	-3%	-13%	8%	1%	1%	3%	5%	?
COc1ccc(OC(C)C(=O)Nc2cccnc2)cc1 (configuration not stated)	6%	1%	10%	-4%	-8%	0%	-1%	-14%	5%
c1ccc(Cn2nnc3c(Nc4ccc5c(c4)OCO5)nc(C4CC4)nc32)cc1	-9%	?	-17%	1%	5%	-6%	?	2%	-7%
S=c1oc(-c2ccncc2)nn1CCc1ccncc1	8%	5%	8%	5%	0%	-6%	-25%	-4%	12%
O=C(c1[nH]c2ccccc2c1Sc1ccc(Cl)cc1)N1CCCCC1	9%	.	9%	-7%	-1%	.	.	.	10µM*
COc1ccc(NC(=O)CSc2nnc(CNc3ccc(F)cc3)o2)c(OC)c1	5%	7%	15%	3%	-21%	0%	3%	-4%	0%
O=C(CSc1nc2ccccc2c(=O)n1-c1ccc(F)c(Cl)c1)Nc1ccc2c(c1)CCC2	13%	7%	19%	0%	-10%	-5%	1%	.	-10%
CC(C)c1ccc(NC(=O)C2CCCN(S(=O)(=O)c3cccnc3)C2)cc1 (configuration not stated)	?	-6%	-8%	?	-23%	2%	-30%	36%	?
COc1cc([N+](=O)[O-])ccc1NC(=O)NNC(=O)C(C)Oc1ccc(F)cc1F (configuration not stated)	.	-7%	-6%	.	7%	-12%	-25%	-4%	?
CC1(C)CC(=O)C=C(c2cccc(OC(=O)c3ccc(Br)cc3)c2)C1=O	0%	2%	9%	0%	-9%	-5%	14%	.	1%
COc1ccc(C(=O)OCC(=O)NC(C)(C)C)cc1[N+](=O)[O-]	-23%	-3%	19%	2%	-5%	-8%	6%	-1%	6%
COc1ccccc1CN1CC(C(=O)N(C)Cc2[nH]c3ccccc3c2C)CCC1=O (configuration not stated)	.	0%	6%	.	-16%	0%	1%	-4%	-27%
Nc1cc(N)nc(SCC(=O)NC(=O)NC2CCCC2)n1	?	8%	26%	-3%	6%	-2%	4%	-8%	35%
Cc1ccc(NC(=O)/C=C/c2ccc([N+](=O)[O-])s2)cc1	?	?	-3%	?	-11%	8%	?	8.2µM*	204%[activator]
Cc1cc(C(=O)OCC(=O)NC(C)C)c2ccccc2n1	6%	7%	?	5%	0%	-3%	10%	?	0%
Cc1cc(C(=O)NNC(=O)c2ccccc2[N+](=O)[O-])c(C)o1	19%	-3%	3%	3%	-19%	-1%	1%	-9%	10%
COc1cccc(/C=N/N=C(\N)c2nonc2N)c1O	1%	?	-1%	1%	?	7%	-21%	3%	?
CCCC1CC(C(=O)NC(C(C)Cl)C2OC(SC)C(O)C(O)C2O)N(C)C1 (configuration not stated)	-2%	21%	18%	0%	-3%	-5%	7%	-9%	5%
COc1nccnc1NS(=O)(=O)c1ccc(NC(=S)NC(=O)c2cccnc2)cc1	0%	-3%	9%	2%	-18%	-6%	6%	29%	16%
CCn1nnnc1NCc1ccc(SC)cc1	25%	0%	7%	17%	-10%	0%	7%	?	1%
CC(C)C(=O)Nc1ccc(NC(=O)c2ccccn2)cn1	-27%	-4%	-4%	-21%	-8%	-15%	-18%	-5%	?
CCOC(=O)C1(C)CCCN(C(=O)c2cc(F)cc(F)c2)C1 (configuration not stated)	3%	28%	20%	0%	-5%	-1%	0%	.	14%
Cc1ccc(C(=O)Nc2cccc(S(=O)(=O)N3CCCC3)c2)o1	0%	11%	12%	6%	-11%	11%	-1%	-20%	4%
Cc1ccc(C(=O)NCc2ccc(Cl)cc2)cc1S(=O)(=O)N1CCCCC1	18µM*	-4%	?	?	7%	0%	-4%	3%	?
CC(NC(=O)Cc1ccc(S(=O)(=O)N2CCCCC2)cc1)c1ccccc1 (configuration not stated)	0%	-1%	-3%	-9%	5%	4%	3%	-9%	-28%
CCc1c(C)nc2cc(-c3ccc(OC)c(OC)c3)nn2c1N1CCC(C)CC1	7%	13%	0%	12%	-2%	0%	5%	-3%	12%
CC(=O)Oc1oc(-c2ccccc2)nc1C=Nc1ccc(N(C)C)cc1	17%	18%	-30%	17%	?	7%	23%	-95%[inhibitor]	-14%
Cc1cc(C)n(-c2nc3c(c(=O)[nH]c(=O)n3C)n2C)n1	?	-5%	-9%	1%	25%	5%	1%	-3%	3%
O=C(NCc1ccccc1F)C1CCCN1C(=O)Nc1ccccc1 (configuration not stated)	16%	0%	15%	7%	4%	-2%	0%	-9%	-5%
CC1(C)C2CCC1(C)C(OC(=O)C[n+]1ccccc1N)C2 (configuration not stated)	6%	5%	12%	16%	-15%	10%	?	-2%	-17%
Cc1nc(C)c(-c2ccc(SCc3ccc([N+](=O)[O-])cc3)nn2)s1	-7%	-7%	?	-2%	2%	4%	-5%	0%	?
CCc1nnc(NC(=O)CCC(=O)NCc2ccc(C)cc2)s1	?	11%	-13%	-5%	-2%	-3%	3%	-28%	-17%
O=C(O)CC1(O)C(=O)N(Cc2ccccc2)c2ccccc21 (configuration not stated)	-2%	1%	3%	1%	0%	7%	6%	17%	1%
CCOc1ccc(C(C)C)cc1S(=O)(=O)Nc1ccc(Cl)cn1	10%	0%	9%	1%	-4%	11%	0%	3%	11%
O=C(CCS(=O)(=O)c1ccc(Br)cc1)NCCc1ccccc1	4%	2%	4%	8%	-4%	1%	-2%	9%	?
COc1ccc(-c2noc(C(C)NC(=O)c3ccco3)n2)cc1OC (configuration not stated)	-25%	3%	-4%	4%	0%	14%	3%	-11%	54%[activator]
COC(=O)[C@]12CCCCC=C1N(Cc1ccc3c(c1)OCO3)C(=O)[C@H](CC(=O)NCCC(C)C)C2	-21%	-12%	26%	-9%	-9%	.	1%	.	?
CCc1nc2c(OCc3ccccc3C(=O)OC)cccn2c1N(C)C(=O)c1cccs1	-21%	-26%	17%	-2%	-11%	10%	-25%	.	?
COc1ccc(CNC2CCCCC2C)c(OC)c1 (configuration not stated)	?	3%	-13%	18%	147%[activator]	1%	-8%	11%	0%
COc1ccccc1C(=O)N(Cc1ccco1)C1CCS(=O)(=O)C1 (configuration not stated)	0%	12%	18%	13%	-15%	-6%	10%	-2%	-10%

For reference, 8 of the compounds above.
SMILES	KB-V1 MDR tox	HT1080NT lethal	TDP43 rescue	KB-3-1 cytotox	GLP1R cytotox	GLP-1R agonist	HT1080 IDH1KD tx	SW480 rereplic	GLP1R inv ag
O=C(O)CC1(O)C(=O)N(Cc2ccccc2)c2ccccc21 (configuration not stated)	-2%	1%	3%	1%	0%	7%	6%	17%	1%
CCOc1ccc(C(C)C)cc1S(=O)(=O)Nc1ccc(Cl)cn1	10%	0%	9%	1%	-4%	11%	0%	3%	11%
O=C(CCS(=O)(=O)c1ccc(Br)cc1)NCCc1ccccc1	4%	2%	4%	8%	-4%	1%	-2%	9%	?
COc1ccc(-c2noc(C(C)NC(=O)c3ccco3)n2)cc1OC (configuration not stated)	-25%	3%	-4%	4%	0%	14%	3%	-11%	54%[activator]
COC(=O)[C@]12CCCCC=C1N(Cc1ccc3c(c1)OCO3)C(=O)[C@H](CC(=O)NCCC(C)C)C2	-21%	-12%	26%	-9%	-9%	.	1%	.	?
CCc1nc2c(OCc3ccccc3C(=O)OC)cccn2c1N(C)C(=O)c1cccs1	-21%	-26%	17%	-2%	-11%	10%	-25%	.	?
COc1ccc(CNC2CCCCC2C)c(OC)c1 (configuration not stated)	?	3%	-13%	18%	147%[activator]	1%	-8%	11%	0%
COc1ccccc1C(=O)N(Cc1ccco1)C1CCS(=O)(=O)C1 (configuration not stated)	0%	12%	18%	13%	-15%	-6%	10%	-2%	-10%

Outcome played no part in choosing rows (roughly 9.4% active in at least one column).
